RXFP1 ag – RXFP1 (human) receptor agonism; HEK293T-RXFP1 cAMP TR-FRET, 30 min; response scale: percent of porcine relaxin response, buffer zero; 0.3% of 370,000 active; Potency, µM (series often up to 57.5 µM), for the others: at the highest dose activation, most hits filed as activators; AID 2676; Q9HBX9; active = well fitted activation curve with a large enough effect; inconclusive = small, poorly fitted or top-dose-only effect; note: potency is the fitted concentration of half-maximal effect; % is set by controls: 0 for no effect and ±100 for the full control effect; nearly all actives have a fitted effect of over 60% in size; many of its hits are not listed in these tables
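Agonist response is measured as cAMP accumulation in an RXFP1-transfected HEK293T line under PDE4 inhibition. Values are scaled between buffer-only and 29 nM porcine relaxin, and EC50s come from standard Hill equation fits.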
D2 potentiator – D2 dopamine receptor (human) potentiation | P14416 | HEK293 T-REx D2, calcium flux, EC20 dopamine potentiation | potentiation, % at 10 µM | 0.34% of 340,000 active;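 active = potentiation over 3 SD above the plate norm, cut at about 30% in these data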; note: 0% is about no effect
Target sequence (P14416 whole entry, looked up): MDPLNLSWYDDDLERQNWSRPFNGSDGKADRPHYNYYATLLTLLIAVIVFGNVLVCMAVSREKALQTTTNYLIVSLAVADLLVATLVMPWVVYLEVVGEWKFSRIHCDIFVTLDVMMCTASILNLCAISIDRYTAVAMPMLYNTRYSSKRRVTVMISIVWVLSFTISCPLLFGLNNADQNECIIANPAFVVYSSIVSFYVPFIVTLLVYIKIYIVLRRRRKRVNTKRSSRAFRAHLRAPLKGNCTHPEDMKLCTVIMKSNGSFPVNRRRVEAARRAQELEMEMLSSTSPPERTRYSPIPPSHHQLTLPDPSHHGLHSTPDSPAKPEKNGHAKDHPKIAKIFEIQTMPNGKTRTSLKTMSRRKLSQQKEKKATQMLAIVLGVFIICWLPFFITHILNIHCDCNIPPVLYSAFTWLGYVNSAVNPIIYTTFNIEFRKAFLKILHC
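Potentiation of an EC20 dopamine calcium response is measured in a force-coupled, tetracycline-inducible Hek293 Trex D2 line. Compound-only kinetic reads over 180 s flag agonists before dopamine addition.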
D1 antag – blocks dopamine activation of the human D1 receptor; HEK293 TREx D1 cells, calcium flux, dopamine EC80; hits give low values; activity change, negative = inhibition, % at 10 µM; 3.2% of 360,000 active; P21728; in the data active = activity change below about -30%; note: % is set by controls: 0 for no effect and ±100 for the full control effect
Target sequence (P21728 whole entry, looked up): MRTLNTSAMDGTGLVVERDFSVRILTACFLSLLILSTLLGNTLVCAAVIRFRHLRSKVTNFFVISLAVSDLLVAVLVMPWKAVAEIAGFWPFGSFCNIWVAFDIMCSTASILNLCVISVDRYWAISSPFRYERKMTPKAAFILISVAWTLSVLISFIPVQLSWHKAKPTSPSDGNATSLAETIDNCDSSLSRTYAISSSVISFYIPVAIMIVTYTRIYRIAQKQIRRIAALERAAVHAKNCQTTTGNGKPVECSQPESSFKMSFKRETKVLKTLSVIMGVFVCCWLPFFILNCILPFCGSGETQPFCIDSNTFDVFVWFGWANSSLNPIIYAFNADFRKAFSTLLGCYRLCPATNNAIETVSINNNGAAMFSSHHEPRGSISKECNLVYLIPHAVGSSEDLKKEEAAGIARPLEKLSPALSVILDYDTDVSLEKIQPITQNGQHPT
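HEK293 T-REx cells expressing inducible, force-coupled D1 receptor; no-wash Ca dye, 30–90 min RT. Cmpd → 180 s read at 1 Hz → EC80 DA → 180 s read.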
D1 potentiator – enhances dopamine response at the human D1 receptor; P21728; HEK293 TREx D1 cells, calcium flux, dopamine EC20 potentiation; potentiation, % at 10 µM; 0.036% of 360,000 active; AID 504651; in the data active = potentiation above about 30%; note: 0% is about no effect
TRHR enhancer – allosterically enhances the human TRH receptor. TRHR cells, fluo-8 calcium fluorescence, EC20 TRH enhancement. enhancement, % at 2 µM. 0.66% of 360,000 active; in the data active = enhancement above about 30%; note: 0% is about no effect
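TRHR-expressing cells loaded with fluo-8 calcium dye were read kinetically (ex 480/em 530) during compound addition, then stimulated with an EC20 of TRH (10 nM final). Enhancement of the Gq-mediated intracellular calcium response was scored.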
RXFP1 antag – antagonists of human relaxin receptor RXFP1; Q9HBX9; HEK293-RXFP1, relaxin-stimulated cAMP HTRF, 30 min; hits give low values; activity change, negative = inhibition, % at 57.5 µM; 0.59% of 350,000 active; AID 1259400;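 active = activity change of -60% or lower, but not beyond a set lower limit; inconclusive = change between -60% and -40%, or beyond the set limit; inactive = change above -40%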; note: % is set by controls: 0 for no effect and ±100 for the full control effect
D2 antagonist – antagonists of human D2 dopamine receptor | P14416 | HEK293 TREx D2 cells, calcium flux, dopamine EC80 | inhibition, % at 10 µM | 2% of 340,000 active | AID 485344; in the data active = inhibition above about 30%; note: 0% is about no effect
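Cells plated overnight at 30 C with tetracycline; no-wash calcium dye, 30–90 min RT; 10 s baseline; compound pinned; 180 s read; EC80 dopamine added; another 180 s read.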
D2 agonist – agonists of human D2 dopamine receptor | AID 485358 | HEK293 T-REx D2 cells, calcium flux agonist mode | activation, % at 2 µM | 0.53% of 340,000 active | P14416;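 active = activation over 3 SD above normal in the single-dose calcium agonist read, cut at about 30% in these data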; note: 0% is about no effect
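Tetracycline-induced HEK293 T-REx cells with force-coupled D2 receptor, plated overnight at 30 C, loaded with no-wash calcium dye. After a 10 s baseline, compound was pin-added and calcium flux read kinetically for 180 s; calcium rises flagged agonists.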
D1 agonist – agonists of human D1 dopamine receptor. 1% of 360,000 active. HEK293 T-REx D1 cells, calcium flux, agonist mode. activation, % at 2 µM. P21728; in the data active = activation above about 30%; note: 0% is about no effect
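Agonism was scored from calcium flux recorded over 180 s (1 read/s) after pintool compound addition, following a 10-cycle baseline. Cells were inducible force-coupled HEK293 TREx D1, plated overnight at 30 C and loaded with no-wash calcium dye.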
The depositor's hits bear a star; ? = inconclusive; . = not tested or not shown; & = joins results of further samples. Not all compounds are listed (hit frequency here may not be typical).

SMILES | RXFP1 ag | D2 potentiator | D1 antag | D1 potentiator | TRHR enhancer | RXFP1 antag | D2 antagonist | D2 agonist | D1 agonist
CCOC(=O)C1=C(C)Nc2ncnn2C1c1ccc(N(C)C)cc1 (configuration not stated) | -0.2% | 6.7 | -20.3 | 0.9 | 10.5 | -8.7&-1.5 | 3.6 | 2.4 | 0.2
O=C(Nc1ccc2c(c1)C(=O)NC2=O)c1cc(Cl)ccc1Cl | ? | -4.5 | -31.0* | -5.5 | 2.6 | . | 19.6 | 0.2 | 0.6
Cc1nc(NC2=NCN(Cc3cccnc3)CN2)nc2c(C)cccc12 | -0.3% | 6.1 | -15.7 | 3.4 | 4.4 | . | -6.0 | 1.2 | 0.9
COc1ccccc1CCN=C(N)NS(=O)(=O)c1ccccc1F | 3.2% | 0.9 | -12.6 | -3.1 | 9.1 | -8.9 | -11.9 | -0.3 | 1.4
COc1ccc(-n2c(C)cc(-c3csc(NC(=O)c4ccc(S(=O)(=O)N(C)C)cc4)n3)c2C)cc1 | 14.5% | 20.6 | -5.3 | -12.7 | -2.2 | -6.7 | -1.7 | 0.6 | 0.6
CC1(C)C2CCC(C2)C1C/C=N/NC(N)=S (configuration not stated) | 1.2% | -7.9 | -1.4 | -6.2 | 32.6* | 3.8 | 5.0 | 0.5 | 1.0
Cc1ccc(OCCNCc2ccccc2)c(C)c1 | -0.6% | -21.0 | -2.0 | -4.8 | 7.1 | -15.3 | -4.3 | 13.9 | 17.9
COc1ccc(NC(=O)Nc2ccc3c(c2)CCC3)cc1 | -0.2% | -6.9 | -10.4 | -6.9 | -3.1 | 0.4 | -11.6 | 0.8 | -0.1
O=C(Nc1cccc(Cl)c1)c1ccc(S(=O)(=O)NCC2CCCO2)cc1 (configuration not stated) | 1.3% | -10.6 | -7.9 | -5.9 | 0.1 | -23.6 | -10.4 | 0.9 | 9.7
CCOC(=O)C1CCN(C(=O)CSCCSCC(=O)N2CCC(C(=O)OCC)CC2)CC1 | 0.5% | -2.4 | -26.7 | -6.0 | 0.9 | -17.3 | . | . | 3.5
COc1ccc2[nH]cc(CC(=O)O)c2c1 | 0.4% | -3.9 | 2.1 | 0.5 | 2.4 | . | 15.3 | -0.2 | -0.2
COc1ccc(NC(=O)C(c2cc3c(cc2[N+](=O)[O-])OCO3)N2CCN(C=O)CC2)cc1 (configuration not stated) | 1.7% | -3.0 | 2.1 | -5.0 | 4.9 | -3.0 | -12.9 | 0.4 | 0.8
Cc1cccc(NC(=S)N(Cc2cccc(Br)c2)CC2CCC(C(=O)O)CC2)c1 (configuration not stated) | 0.4% | 8.6 | 3.6 | 3.6 | -1.9 | -4.8 | 5.3 | 0.3 | 0.4
CCOC(=O)CNC(=O)c1ccc(SCC)cc1 | 2.1% | -6.3 | -5.5 | -0.1 | -2.6 | 12.2 | 7.6 | 0.3 | 2.9
Clc1ccc(N2CCN(Cc3nnc(-c4ccc5c(c4)OCO5)o3)CC2)cc1 | -0.3% | -1.7 | -11.6 | -1.1 | 0.8 | -1.9 | . | 2.3 | 7.4
CCOC(=O)CN(C(=O)CSc1nnc(Cc2ccccc2)n1-c1ccc(C)cc1)c1ccccc1 | -0.2% | 3.0 | -1.6 | -5.8 | 1.0 | -2.9 | -20.5 | -0.4 | 6.5
Cc1ccc(C2CC(=O)NC(SCC(N)=O)=C2C#N)s1 (configuration not stated) | -0.1% | -0.7 | -8.0 | -4.1 | -3.3 | 3.2 | -1.2 | 0.1 | 0.7
N/C(=N\OC(=O)COc1ccc2ccccc2c1Br)c1cccnc1 | 15.8µM* | . | . | 2.6 | -3.2 | . | . | . | 4.2
COc1ccc(N2CCN(Cc3nc4c(c(=O)[nH]c(=O)n4C)n3CC(C)C)CC2)cc1 | -0.5% | . | 0.7 | -0.2 | -4.1 | 10.6 | . | -1.0 | -0.1
c1nc(N2CCN(Cc3ccc4c(c3)OCO4)CC2)c2[nH]cnc2n1 | 0.0% | . | 1.8 | -1.4 | -3.9 | . | . | . | 4.9
NC(=O)C1(N2CCCCC2)CCN(Cc2ccc(Br)cc2)CC1 | 1.2% | -25.1 | -11.1 | -10.0 | -1.5 | -0.3 | 36.8* | 0.4 | 6.9
Cn1c(Cn2nnc3ccccc32)nnc1SCC(=O)NCc1ccc2c(c1)OCO2 | 1.5% | -3.3 | 4.1 | -1.6 | -5.5 | 4.2 | -6.3 | 0.2 | 1.9
COc1ccc(C)cc1NC(=O)CCS(=O)(=O)c1ccc2c(c1)CCN2C(C)=O | 0.2% | -1.7 | -7.2 | -2.1 | -0.7 | -2.2 | -3.0 | -1.0 | -3.6
N/C(Cc1ccccc1Sc1ccccc1)=N\O | -0.2% | 9.8 | -4.4 | 1.6 | 11.7 | -6.1 | -6.1 | -0.3 | 2.8
COc1ccc(S(=O)(=O)N2CCCCCC2)cc1C(=O)NC1(C)CCS(=O)(=O)C1 (configuration not stated) | 3.3% | . | 4.7 | -4.8 | -3.4 | -9.0 | . | . | -1.1

Next section; it opens with the 2 that closed the last part.
SMILES | RXFP1 ag | D2 potentiator | D1 antag | D1 potentiator | TRHR enhancer | RXFP1 antag | D2 antagonist | D2 agonist | D1 agonist
N/C(Cc1ccccc1Sc1ccccc1)=N\O | -0.2% | 9.8 | -4.4 | 1.6 | 11.7 | -6.1 | -6.1 | -0.3 | 2.8
COc1ccc(S(=O)(=O)N2CCCCCC2)cc1C(=O)NC1(C)CCS(=O)(=O)C1 (configuration not stated) | 3.3% | . | 4.7 | -4.8 | -3.4 | -9.0 | . | . | -1.1
Nc1nnc(SCC(=O)OCc2ccccc2)s1 | -0.5% | -8.6 | -3.4 | -1.5 | -0.3 | -16.3 | -10.4 | -0.6 | 3.0
COc1ccc(NC(=O)c2ccc3c(SCC(=O)O)c4c(nc3c2)CCCC4)c(OC)c1 | -2.6%&5.1% | 23.5&11.8 | -4.4&-5.7 | 0.2&-3.7 | -3.1&-1.9 | -6.5 | -7.5 | -0.3&-0.5 | 2.9&2.1
COc1ccc(CCNc2nc(-c3ccc(NC(C)=O)cc3)cs2)cc1OC | 0.7% | 0.4 | -3.6 | -14.6 | -4.4 | ? | 13.4 | -0.1 | 10.3
CCOC(=O)C1=C(N)N(c2ccccc2Oc2ccccc2)C(=O)C1 | 3.2% | -5.7 | -3.0 | -5.3 | 1.4 | -5.6 | 4.7 | -1.0 | 0.8
O=C1CC(C(=O)Nc2ccc(Br)cc2)C2(CCCC2)O1 (configuration not stated) | 0.2% | -4.1 | 15.6 | -5.7 | -8.5 | . | 24.9 | -0.5 | 8.3
CN(C)CCCNC(=O)N1c2ccccc2C=Cc2ccccc21 | -2.2% | 5.8 | -7.2 | -7.3 | -7.0 | -7.8 | 33.4* | 0.7 | 0.8
COc1ccc(NC(=O)CSc2ncc(-c3ccc(F)cc3)n2Cc2ccco2)cc1 | -0.3% | -3.6 | 1.9 | -7.7 | -1.0 | 1.2 | -5.0 | 0.0 | 4.4
CCOc1ccc(NC(=O)c2c(C)nn(-c3ccc(F)cc3)c2-n2cccc2)cc1 | -0.2% | -0.7 | 8.5 | -1.8 | 2.3 | . | . | 0.2 | 0.0
Cc1ccc(S(=O)(=O)N2CCCCC2CCNC(=O)C(=O)NCc2cccnc2)cc1 (configuration not stated) | -0.2% | -4.0 | 3.3 | 4.8 | -15.4 | -18.2 | 8.9 | -0.3 | 0.2
O=C(c1cccs1)N1CCCC1 | -1.4% | -1.7 | -13.2 | -2.4 | -2.1 | 17.0 | 4.7 | -0.4 | -0.2
CCOC(=O)C1CCCN(S(=O)(=O)c2ccc3c(c2)oc(=O)n3C)C1 (configuration not stated) | 1.5% | -2.4 | -17.4 | 5.6 | -1.8 | . | . | 0.4 | 9.6
Cc1cc2oc(=O)cc(CN3CCN(S(=O)(=O)/C=C/c4ccccc4)CC3)c2cc1C | 0.0% | -17.0 | -5.4 | -4.0 | 6.8 | . | -3.8 | 35.7* | 6.8
O=C(NCc1ccc2c(c1)OCO2)C1CCC(CNc2c(N3CCCCC3)c(=O)c2=O)CC1 (configuration not stated) | 0.3% | . | -0.1 | 6.3 | -0.1 | . | . | . | -0.9
Cc1ccc(S(=O)(=O)Nc2ccccc2C(=O)N2CCCCC2C)c(C)c1NS(C)(=O)=O (configuration not stated) | -0.5% | 5.7 | 21.1 | -3.8 | 2.7 | 15.5 | -11.0 | 0.3 | 0.2
CSc1ccccc1C(=O)NCCSc1ccccc1 | -0.8% | 4.0 | 7.6 | -2.1 | -4.1 | 5.5 | 1.1 | -0.9 | 0.2
O=C(COC(=O)c1cnccn1)c1cccc([N+](=O)[O-])c1 | 1.8% | 20.4 | 0.5 | 0.2 | -0.9 | 2.5 | -5.9 | 0.2 | 1.7
CCOc1ccc(S(=O)(=O)n2cnc3ccccc32)cc1 | 2.1% | 2.0 | 27.2 | -8.3 | -0.1 | 1.8 | -14.3 | 1.2 | 2.3
CCNC(=O)CC1C(=O)N(c2ccc(C)cc2)C(=O)N1Cc1ccccn1 (configuration not stated) | 1.4% | -2.3 | -2.2 | 4.0 | -4.3 | -16.2 | 4.4 | 0.0 | 4.3
Cc1c(Cl)cccc1NC(CC(=O)c1ccccc1)C(=O)O (configuration not stated) | 1.6% | -3.7 | -1.6 | 2.1 | -3.6 | 3.6 | -9.9 | 0.5 | 2.4
Cc1cc(C)nc(SCC(=O)Nc2ccc(S(=O)(=O)Nc3ncccn3)cc2)n1 | -2.0% | 18.0 | -20.0 | -2.6 | 12.5 | -5.9 | 0.0 | -0.6 | 2.0
O=C(c1cccc(C(F)(F)F)c1)N1CCN(CCc2ccccc2)CC1 | 0.2% | 8.0 | 11.5 | 3.9 | -2.1 | -6.3 | 1.8 | -1.3 | 3.7
COc1ccc(OC)c(C(=O)COC(=O)C2CC3CCCC(C2)C3=O)c1 (configuration not stated) | 2.0% | -3.1 | 2.0 | 2.2 | 1.0 | -9.9 | -1.3 | -0.4 | 3.8
CC1=NN(C(=O)Cn2nc([N+](=O)[O-])cc2C)C(O)(C(F)(F)F)C1 (configuration not stated) | 3.0% | 3.3 | 2.4 | 5.8 | -0.3 | 10.9 | 8.0 | 0.0 | 2.9
CCOC(=O)CC(=O)CSc1ncc(C(=O)OCC)c(N)n1 | 0.2% | 2.4 | 0.4 | 0.9 | 6.8 | -9.0 | 21.0 | -0.4 | 3.0
CCOc1ccc(NC(=O)Cn2cnc3sc(C)c(S(=O)(=O)N4CCN(c5ccccc5OC)CC4)c3c2=O)cc1 | 0.0% | 0.9 | -4.7 | 0.9 | -4.8 | -15.6 | . | -0.1 | 0.8

Printed as active in RXFP1 ag (from the list above):
canonical_smiles,RXFP1 ag,D2 potentiator,D1 antag,D1 potentiator,TRHR enhancer,RXFP1 antag,D2 antagonist,D1 agonist
N/C(=N\OC(=O)COc1ccc2ccccc2c1Br)c1cccnc1,15.8µM*,.,.,2.6,-3.2,.,.,4.2
